Source: PubChem (Sanford-Burnham Center for Chemical Genomics)
ATG4B inhibitor: ATG4B (human) cysteine protease inhibition | inhibition, % at 8.33 µM | Q9Y4P1 | ATG4B cleavage of LC3-PLA2, NBD-HPC fluorescence, 1 h | hit rate 0.51% among 340,000; in the data active means inhibition above about 40%
mIAP block: mouse IAP inhibition. purified mouse IAP, CDP-Star luminescence, 30 min. inhibition, % at 10 µM. hit rate 0.2% among 330,000;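 active means inhibition of at least 40% at 10 µM in the primary screen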;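 further: plate controls were DMSO with enzyme for no effect and no enzyme wells for full effect; values of inactives mirror those of a sister screen read the other way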
HKDC1 inhibitor: inhibitors of human hexokinase HKDC1; Q2TB90; recombinant HKDC1, G6PDH/diaphorase resazurin coupled fluorescence; inhibition, % at 20 µM; hit rate 0.16% among 340,000; AID 493160;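 active means inhibition above about 35% when tested at 20 µM, limit read from the data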;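 further: plate controls were DMSO wells with enzyme for no effect and DMSO wells lacking enzyme for full effect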
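Incubation: 90 min at room temperature in dark / Material: recombinant HKDC1 (HK5) hexokinase enzyme, produced in-house / Quantity: enzyme 5 µg/mL final / Compound: one dose of 20 µM, 1% DMSO / Reagent: glucose and ATP substrates / Buffer or medium: Tris pH 8.0 buffer with MgCl2, Tween-20, BSA, BME / Technique: resorufin fluorescence at 613 nm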
mIAP activ: mouse IAP activation. AID 2805. activation factor at 10 µM. muIAP, CDP-Star luminescence, 30 min; stronger effect = higher value; 1 = vehicle-only enzyme signal, 0 = enzyme-free wells. hit rate 0.24% among 330,000;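 active means activation factor of at least 2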; further: the source names both 10 and 20 µM as test concentration; values of inactives mirror those of a sister screen read the other way
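Assay system: mouse IAP enzyme / Compound: DMSO-dissolved test compounds / Timing: 30 min, room temperature / Measured by: luminescence from enzymatic CDP-Star hydrolysis / Control set: DMSO-only wells, enzyme-free buffer wells as negative control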
hIAP block: blocks human intestinal alkaline phosphatase | purified IAP, CDP-Star luminescence, 30 min | AID 2544 | P09923 | inhibition, % at 10 µM | hit rate 0.12% among 330,000;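 active means inhibition reaching a set limit with compound at 10 µM in the primary screen, cut at about 35% in these data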;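 further: plate controls were DMSO wells with enzyme for no effect and no-enzyme buffer wells for full effect; values of inactives mirror those of a sister screen read the other way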
Target sequence (P09923 whole entry, looked up): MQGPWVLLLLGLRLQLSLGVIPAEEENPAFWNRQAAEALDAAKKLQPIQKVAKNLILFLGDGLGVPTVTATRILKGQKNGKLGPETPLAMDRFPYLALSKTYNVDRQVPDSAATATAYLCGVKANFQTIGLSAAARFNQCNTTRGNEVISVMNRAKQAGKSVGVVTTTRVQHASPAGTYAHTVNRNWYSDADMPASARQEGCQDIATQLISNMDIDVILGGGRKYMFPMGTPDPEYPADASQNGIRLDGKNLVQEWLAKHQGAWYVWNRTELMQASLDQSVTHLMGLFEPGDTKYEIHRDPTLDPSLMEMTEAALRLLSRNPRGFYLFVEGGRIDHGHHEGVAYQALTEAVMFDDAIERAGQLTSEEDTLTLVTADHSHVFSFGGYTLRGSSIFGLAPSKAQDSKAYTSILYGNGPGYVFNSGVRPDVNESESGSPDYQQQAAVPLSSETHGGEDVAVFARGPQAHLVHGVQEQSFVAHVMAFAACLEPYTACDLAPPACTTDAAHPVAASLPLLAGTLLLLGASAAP
APOBEC3A inh: inhibitors of human APOBEC3A DNA deaminase. P31941. recombinant A3A, FAM/TAMRA ssDNA deamination fluorescence. inhibition, % at 20 µM. hit rate 0.41% among 330,000. AID 493011;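 active means at least 40% inhibition at 20 µM here, with at most 30% in a related deaminase screen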;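 further: plate controls were A3A with DMSO for no effect and wells lacking A3A enzyme for full effect; some results filed as inactive read as strong as hits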
Target sequence (P31941 whole entry, looked up): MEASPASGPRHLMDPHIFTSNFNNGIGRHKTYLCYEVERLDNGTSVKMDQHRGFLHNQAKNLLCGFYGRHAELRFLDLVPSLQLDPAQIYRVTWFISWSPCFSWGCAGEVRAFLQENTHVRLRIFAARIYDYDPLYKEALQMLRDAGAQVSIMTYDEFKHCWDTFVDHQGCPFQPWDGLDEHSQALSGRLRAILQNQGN
hIAP act: human IAP activation | activation factor at 10 µM | purified human IAP, CDP-Star luminescence, 30 min; stronger effect = higher value; 1 = vehicle-only enzyme, 0 = enzyme-free background | hit rate 0.16% among 330,000 | P09923;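 active means activation factor of the enzyme at least 2-fold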; further: the source names both 10 and 20 µM as test concentration; values of inactives mirror those of a sister screen read the other way
PfG6PD inh: PfG6PD (Plasmodium falciparum) enzyme inhibition. PfGluPho enzyme, NADPH resazurin-diaphorase fluorescence. inhibition, % at 20 µM. hit rate 0.78% among 350,000;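 active means inhibition reaching at least a set limit at 20 µM in the primary screen, cut at about 59% in these data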;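 further: 0% = DMSO wells with substrate and 100% = DMSO wells lacking glucose-6-phosphate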
* marks the source's active call; other numbers are inactive results. Hits appear at their usual frequency; any-hit rate near 2.4%.

Results for O=C(O)CCn1cc(-c2ccc(F)cc2)nc1-c1ccncc1 ?
ATG4B inhibitor: 6; mIAP block: 4; HKDC1 inhibitor: 2; mIAP activ: 0.95; hIAP block: 0; APOBEC3A inh: -1; hIAP act: 1; PfG6PD inh: -14

How did Cc1ccc(OCCCC(=O)Nc2ccc(N3CCOCC3)cc2)c(C)c1 do in these assays?
ATG4B inhibitor: -2; mIAP block: -9; HKDC1 inhibitor: -1; mIAP activ: 1.1; hIAP block: 5; APOBEC3A inh: -2; hIAP act: 0.95; PfG6PD inh: 19

What do the screens show for `CC(=O)NC(CSC(CC(=O)c1ccco1)c1ccc(C)cc1)C(=O)O` (stereo not given)?
ATG4B inhibitor: -6; mIAP block: -18; HKDC1 inhibitor: 1; mIAP activ: 1.2; hIAP block: -7; APOBEC3A inh: -7; hIAP act: 1.1; PfG6PD inh: 25

What do the screens show for `COc1ccccc1NC(=O)C1C2CCCCC21` (stereo not given)?
ATG4B inhibitor: -1; mIAP block: 9; HKDC1 inhibitor: -4; mIAP activ: 0.91; hIAP block: 15; APOBEC3A inh: 0; hIAP act: 0.85; PfG6PD inh: 8

How did O=C(O)CCc1n[nH]c(=S)[nH]c1=O do in these assays?
ATG4B inhibitor: -4; mIAP block: -4; HKDC1 inhibitor: -3; mIAP activ: 1; hIAP block: -19; APOBEC3A inh: -9; hIAP act: 1.2; PfG6PD inh: 3

Results for Cc1ccc(C(=O)Nc2cccc(C(F)(F)F)c2)cc1NC(=O)c1c[nH]c2cc(C(F)(F)F)ccc2c1=O ?
ATG4B inhibitor: 1; mIAP block: 11; HKDC1 inhibitor: 1; mIAP activ: 0.89; hIAP block: -2; APOBEC3A inh: -4; hIAP act: 1; PfG6PD inh: -5

What do the screens show for `COC(=O)CSc1nc2c(c(-c3ccc(O)cc3)c1C#N)CCCC2`?
ATG4B inhibitor: 6; mIAP block: -5; HKDC1 inhibitor: -3; mIAP activ: 1.1; hIAP block: 27; APOBEC3A inh: 4; hIAP act: 0.73; PfG6PD inh: -9

What do the screens show for `C[C@@]12C(=O)Nc3ccccc3C(=O)N1[C@H]1c3cc(Cl)ccc3OC[C@@H]1[C@@H]2c1ccccc1`?
ATG4B inhibitor: 0; mIAP block: -2; HKDC1 inhibitor: 6; mIAP activ: 1; hIAP block: 2; APOBEC3A inh: -1; hIAP act: 0.98; PfG6PD inh: -9

How did CCN1CCN(S(=O)(=O)c2cccc3nsnc23)CC1 do in these assays?
ATG4B inhibitor: 3; mIAP block: 0; HKDC1 inhibitor: -5; mIAP activ: 0.99; hIAP block: 0; APOBEC3A inh: -1; hIAP act: 1; PfG6PD inh: -17

What do the screens show for `COc1ccc(S(=O)(=O)N2CCN(Cc3ccccc3)CC2)cc1OC`?
ATG4B inhibitor: -8; mIAP block: -10; HKDC1 inhibitor: 5; mIAP activ: 1.1; hIAP block: -32; APOBEC3A inh: -4; hIAP act: 1.3; PfG6PD inh: 0

What do the screens show for `O=C(NC1CCN(Cc2cccc([N+](=O)[O-])c2)CC1)c1ccccc1`?
ATG4B inhibitor: 9; mIAP block: -1; HKDC1 inhibitor: -2; mIAP activ: 1; hIAP block: 11; APOBEC3A inh: 0; hIAP act: 0.89; PfG6PD inh: -5

Results for COc1ccc(NC(=O)CSCC(=O)N(C)CC(=O)Nc2ccc(Cl)c(C(F)(F)F)c2)cc1 ?
ATG4B inhibitor: -11; mIAP block: -4; HKDC1 inhibitor: -2; mIAP activ: 1; hIAP block: 10; APOBEC3A inh: -2; hIAP act: 0.9; PfG6PD inh: 19

What do the screens show for `COc1cc(C)ccc1OCc1cc(C(=O)N(Cc2c(C)nn(C)c2C)C2CC2)no1`?
ATG4B inhibitor: -2; mIAP block: 1; HKDC1 inhibitor: -3; mIAP activ: 0.99; hIAP block: -13; APOBEC3A inh: -6; hIAP act: 1.1; PfG6PD inh: 4

How did COc1cccc(Cn2nnc(C(=O)NCc3ccc4c(c3)OCO4)c2N)c1 do in these assays?
ATG4B inhibitor: -13; mIAP block: 6; HKDC1 inhibitor: -6; mIAP activ: 0.94; hIAP block: -12; APOBEC3A inh: 5; hIAP act: 1.1; PfG6PD inh: -1

How did O=C(C1CC1)N1N=C(C2CCCCC2)CC1(O)C(F)(F)F (stereo not given) do in these assays?
ATG4B inhibitor: 9; mIAP block: 5; HKDC1 inhibitor: 2; mIAP activ: 0.95; hIAP block: -9; APOBEC3A inh: -1; hIAP act: 1.1; PfG6PD inh: -2

How did Cc1ccc(C)c(CNS(=O)(=O)c2c(C(=O)N3CCCC3)c(C)n(C)c2C)c1 do in these assays?
ATG4B inhibitor: 9; mIAP block: -7; HKDC1 inhibitor: -6; mIAP activ: 1.1; hIAP block: -4; APOBEC3A inh: 1; hIAP act: 1; PfG6PD inh: -13

What do the screens show for `CN(Cc1c(C(=O)N/N=C/c2ccccc2F)nnn1-c1nonc1N)c1ccccc1`?
ATG4B inhibitor: -12; mIAP block: 3; HKDC1 inhibitor: 10; mIAP activ: 0.97; hIAP block: 3; APOBEC3A inh: 0; hIAP act: 0.97; PfG6PD inh: 25

What do the screens show for `CCOc1ccccc1C1CC(=O)Nc2cc(OC)c(OC)c(OC)c21` (stereo not given)?
ATG4B inhibitor: 0; mIAP block: -17; HKDC1 inhibitor: -3; mIAP activ: 1.2; hIAP block: -18; APOBEC3A inh: -2; hIAP act: 1.2; PfG6PD inh: -4

Results for CCOc1cc(/C=N/Nc2ncc(C)c(=O)[nH]2)ccc1O ?
ATG4B inhibitor: 2; mIAP block: -4; HKDC1 inhibitor: 5; mIAP activ: 1; hIAP block: -14; APOBEC3A inh: -3; hIAP act: 1.1; PfG6PD inh: -8

What do the screens show for `CN(C)c1c(N)c(=O)oc2ccccc12`?
ATG4B inhibitor: 7; mIAP block: -6; HKDC1 inhibitor: -1; mIAP activ: 1.1; hIAP block: 23; APOBEC3A inh: 0; hIAP act: 0.77; PfG6PD inh: -16

2 compounds drawn at random from the list so far:
Results for COc1ccc(NC(=O)CSCC(=O)N(C)CC(=O)Nc2ccc(Cl)c(C(F)(F)F)c2)cc1 ?
ATG4B inhibitor: -11; mIAP block: -4; HKDC1 inhibitor: -2; mIAP activ: 1; hIAP block: 10; APOBEC3A inh: -2; hIAP act: 0.9; PfG6PD inh: 19

What do the screens show for `CC(=O)NC(CSC(CC(=O)c1ccco1)c1ccc(C)cc1)C(=O)O` (stereo not given)?
ATG4B inhibitor: -6; mIAP block: -18; HKDC1 inhibitor: 1; mIAP activ: 1.2; hIAP block: -7; APOBEC3A inh: -7; hIAP act: 1.1; PfG6PD inh: 25

Back to the main list; the two compounds before the break are reprinted first.
Results for CCOc1cc(/C=N/Nc2ncc(C)c(=O)[nH]2)ccc1O ?
ATG4B inhibitor: 2; mIAP block: -4; HKDC1 inhibitor: 5; mIAP activ: 1; hIAP block: -14; APOBEC3A inh: -3; hIAP act: 1.1; PfG6PD inh: -8

What do the screens show for `CN(C)c1c(N)c(=O)oc2ccccc12`?
ATG4B inhibitor: 7; mIAP block: -6; HKDC1 inhibitor: -1; mIAP activ: 1.1; hIAP block: 23; APOBEC3A inh: 0; hIAP act: 0.77; PfG6PD inh: -16

Results for CCOC(=O)c1cnc(-n2nc(C)cc2C)nc1Nc1ccc(O)cc1 ?
ATG4B inhibitor: 3; mIAP block: 4; HKDC1 inhibitor: 3; mIAP activ: 0.96; hIAP block: -1; APOBEC3A inh: 1; hIAP act: 1; PfG6PD inh: 15

What do the screens show for `COc1ccc(/C=N/NC(=O)CCNc2n[nH]c(=O)[nH]c2=O)c(OC)c1`?
ATG4B inhibitor: -3; mIAP block: -9; HKDC1 inhibitor: -4; mIAP activ: 1.1; hIAP block: -8; APOBEC3A inh: -3; hIAP act: 1.1; PfG6PD inh: -13

Results for COc1ccc(Nc2c3ccccc3nc3ccccc23)cc1 ?
ATG4B inhibitor: 12; mIAP block: 7; HKDC1 inhibitor: -4; mIAP activ: 0.93; hIAP block: -2; APOBEC3A inh: -3; hIAP act: 1; PfG6PD inh: -16

How did CCOc1ccc(-c2cc(NC(=O)c3c(F)cccc3F)c(C(=O)O)s2)cc1 do in these assays?
ATG4B inhibitor: 92*; mIAP block: 2; HKDC1 inhibitor: 6; mIAP activ: 0.98; hIAP block: 13; APOBEC3A inh: -5; hIAP act: 0.87; PfG6PD inh: -8

How did COCc1nc2ccccc2n1CCCOc1ccccc1 do in these assays?
ATG4B inhibitor: -5; mIAP block: 1; HKDC1 inhibitor: -2; mIAP activ: 0.99; hIAP block: -24; APOBEC3A inh: 0; hIAP act: 1.2; PfG6PD inh: 11

How did Cc1[nH][nH]c(=O)c1C(c1ccc(-c2ccc(F)cc2)o1)c1c(C)[nH][nH]c1=O do in these assays?
ATG4B inhibitor: 0; mIAP block: 11; HKDC1 inhibitor: 2; mIAP activ: 0.89; hIAP block: -21; APOBEC3A inh: 0; hIAP act: 1.2; PfG6PD inh: 34

What do the screens show for `CS(=O)(=O)N(CCc1ccccc1)CC(=O)N1CCc2ccccc2C1`?
ATG4B inhibitor: -4; mIAP block: 2; HKDC1 inhibitor: 4; mIAP activ: 0.98; hIAP block: -2; APOBEC3A inh: -3; hIAP act: 1; PfG6PD inh: -7

How did O=S(NC1CCCCC1)C12CC3CC(CC(C3)C1)C2 (stereo not given) do in these assays?
ATG4B inhibitor: 7; mIAP block: 10; HKDC1 inhibitor: -11; mIAP activ: 0.9; hIAP block: 5; APOBEC3A inh: 0; hIAP act: 0.95; PfG6PD inh: 0

What do the screens show for `O=C(OCC(=O)N1CCN(c2ccccc2)CC1)c1cccs1`?
ATG4B inhibitor: 1; mIAP block: 8; HKDC1 inhibitor: -2; mIAP activ: 0.92; hIAP block: -13; APOBEC3A inh: -4; hIAP act: 1.1; PfG6PD inh: -5

Results for CSC(SC)=C(C#N)C(=O)c1ccccc1 ?
ATG4B inhibitor: -4; mIAP block: 9; HKDC1 inhibitor: 2; mIAP activ: 0.91; hIAP block: 6; APOBEC3A inh: 0; hIAP act: 0.94; PfG6PD inh: 14

What do the screens show for `Cc1cc(=O)[nH]c(SCc2nc3ccccc3s2)n1`?
ATG4B inhibitor: 8; mIAP block: -5; HKDC1 inhibitor: 3; mIAP activ: 1.1; hIAP block: 6; APOBEC3A inh: -5; hIAP act: 0.94; PfG6PD inh: -10

Results for CC(C)(C)[C@H]1C=C(C(=O)N2CCN(Cc3ccccc3)CC2)O[C@@H](OCc2ccc(CO)cc2)C1 ?
ATG4B inhibitor: -4; mIAP block: -2; HKDC1 inhibitor: 3; mIAP activ: 1; hIAP block: -4; APOBEC3A inh: 4; hIAP act: 1; PfG6PD inh: -7

How did O=S(=O)(Cc1cc(Oc2ccccc2)nc(-c2ccccc2)n1)c1ccccc1 do in these assays?
ATG4B inhibitor: 24; mIAP block: 22; HKDC1 inhibitor: 2; mIAP activ: 0.79; hIAP block: 5; APOBEC3A inh: -5; hIAP act: 0.95; PfG6PD inh: -2

How did CN(C)c1cc[n+](CC(=O)Nc2ccc([N+](=O)[O-])cc2Cl)cc1 do in these assays?
ATG4B inhibitor: -5; mIAP block: 9; HKDC1 inhibitor: -5; mIAP activ: 0.91; hIAP block: 11; APOBEC3A inh: 1; hIAP act: 0.89; PfG6PD inh: -1

Results for O=C(O)c1cccc(NS(=O)(=O)c2cc(S(=O)(=O)c3ccc(Cl)cc3)ccc2Cl)c1 ?
ATG4B inhibitor: 12; mIAP block: -1; HKDC1 inhibitor: -4; mIAP activ: 1; hIAP block: -10; APOBEC3A inh: 3; hIAP act: 1.1; PfG6PD inh: -33
